High-throughput results (PubChem BioAssay)
TNF death inh – inhibitors of TNF-alpha triggered necroptosis, primary screen, cell-based, Jurkat FADD-/-, single concentration | Jurkat FADD-/- TNF necroptosis rescue, ATP luminescence, 24 h; 0 = TNF only, 100 = no-TNF cells | activation (protection from cell death), % at 10 µM | actives 0.068% (n = 220,000) | AID 463075, 2010;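 active means activation, meaning protection from cell death, of at least 50% relative to plate controls; inactive means activation below 50%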;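 further: necroptosis triggered by 40 ng/mL TNF-alpha added together with compound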
PPC-1+TRAIL kill – compounds killing PPC-1 cancer cells with TRAIL present, primary screen, TRAIL potentiator project, ATPLite luminescence, uHTS. PPC-1 cells + TRAIL, ATPLite viability luminescence. cell killing (% activity), % at 4 µM. actives 0.41% (n = 220,000);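 active means cell killing above 50% in the first pass at 4 µM, then a duplicate retest at 5 µM averaging 50% or more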;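 further: plate controls were cells with TRAIL plus DMSO for no effect and medium-only wells lacking cells for full effect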
CHOP inh – inhibitors of CHOP promoter induction, primary screen, cell-based, unfolded protein response, luciferase reporter; CHO-K1 CHOP-promoter luciferase, tunicamycin-induced, 15-18 h; inhibition, % at 10 µM; actives 3.8% (n = 220,000);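 active means compounds that reduced the stress-induced luciferase reporter signal by more than about 70% of percent inhibition, limit read from the data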;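 further: 0% = tunicamycin plus vehicle and 100% = wells without tunicamycin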
TRPML3 ag – human TRPML3 channel agonists, primary screen, cell-based, HEK293 TRPML3-YFP, Fluo-8 calcium fluorescence, 3 µM; 100% = the carbachol control signal; activation, % at 3 µM; actives 0.29% (n = 220,000);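 active means activation above its plate's cutoff, the mean activation of the plate's test wells plus 3 SD, cut at about 12% in these data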;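 further: 0% = DMSO only wells and 100% = carbachol wells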
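Test system – HEK293 line with stable expression of human TRPML3-YFP channel · Control set – carbachol 87 µM final as high control (100%), DMSO as low control (0%) · Signal – Fluo-8 calcium dye fluorescence, ex 470-495, em 515-575 nm · Incubation – 1-h 37 °C dye load, 5-s basal, 120-s post-compound reads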
EBV gp42 block – Epstein-Barr virus gp42 inhibitors, primary screen, biochemical, uHTS, fluorescence polarization. Glycoprotein 42 (Epstein-Barr virus (strain AG876)), Q1HVG2. Fluorescence polarization binding assay, mP read-out. inhibition, % (tested at 21.74 µM). actives 0.42% (n = 220,000). AID 1085, 2008; in the data active means inhibition above about 50%
Target sequence (Q1HVG2 whole entry, looked up): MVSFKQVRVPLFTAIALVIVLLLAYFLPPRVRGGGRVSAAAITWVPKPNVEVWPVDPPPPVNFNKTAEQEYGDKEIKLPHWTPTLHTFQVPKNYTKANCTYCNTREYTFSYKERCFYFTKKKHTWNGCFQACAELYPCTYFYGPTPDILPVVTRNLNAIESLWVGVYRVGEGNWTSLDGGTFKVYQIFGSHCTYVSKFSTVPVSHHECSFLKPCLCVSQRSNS
Runt-SMMHC FRET – inhibitors of RUNX1 Runt–CBFb-SMMHC binding, primary screen, biochemical, FRET, Cerulean-Runt, Venus-CBFb-SMMHC, uHTS | Runt-related transcription factor 1 (Homo sapiens) + Core-binding factor subunit beta … | actives 0.74% (n = 220,000) | inhibition, % at 20 µM | AID 1434, 2008 | Cerulean-Runt/Venus-CBFb-SMMHC FRET ratio 530/480, 1 h;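 active means mean inhibition across duplicate retests at 20 µM reaching about 50%, limit read from the data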;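 further: 0% = DMSO wells and 100% = wells with excess untagged CBFb-SMMHC; inhibitors lower the FRET ratio by blocking Runt binding to CBFb-SMMHC; some results filed as inactive read as strong as hits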
TRPN1 ag – zebrafish TRPN1 channel agonists, primary screen, cell-based, HEK293, calcium fluorescence; activation, % at 3 µM; actives 0.18% (n = 220,000); HEK293 zebrafish TRPN1-YFP, Fluo-8 calcium fluorescence; 100% = response to 87 µM carbachol; transient receptor potential cation channel N1 (TRPN1/NompC), Danio rerio;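 active means activation above its plate's cutoff, the mean activation of test wells on that plate plus 3 SD, cut at about 19% in these data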;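 further: 0% = DMSO alone and 100% = 87 µM carbachol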
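Material: zebrafish TRPN1-YFP in HEK293 cells; Doses: single test compound dose, 3 µM nominal, 0.3% DMSO; Timing: dye loading 1 h at 37 °C, then 30 min room temperature; Technique: intracellular calcium fluorescence with Fluo-8; Benchmarks: high carbachol 87 µM, low DMSO alone.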
NCF1 inh – p47phox/p22phox peptide binding inhibitors, primary screen, biochemical, uHTS, NADPH oxidase regulatory subunit; Neutrophil cytosol factor 1 (Homo sapiens), P14598; actives 0.53% (n = 220,000); fluorescence polarization, 2 h; inhibition, % at 24.7 µM;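 active means inhibition above about 30%, limit read from the data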;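 further: 0% = p47phox with labelled peptide and 100% = labelled peptide alone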
Target sequence (P14598 whole entry, looked up): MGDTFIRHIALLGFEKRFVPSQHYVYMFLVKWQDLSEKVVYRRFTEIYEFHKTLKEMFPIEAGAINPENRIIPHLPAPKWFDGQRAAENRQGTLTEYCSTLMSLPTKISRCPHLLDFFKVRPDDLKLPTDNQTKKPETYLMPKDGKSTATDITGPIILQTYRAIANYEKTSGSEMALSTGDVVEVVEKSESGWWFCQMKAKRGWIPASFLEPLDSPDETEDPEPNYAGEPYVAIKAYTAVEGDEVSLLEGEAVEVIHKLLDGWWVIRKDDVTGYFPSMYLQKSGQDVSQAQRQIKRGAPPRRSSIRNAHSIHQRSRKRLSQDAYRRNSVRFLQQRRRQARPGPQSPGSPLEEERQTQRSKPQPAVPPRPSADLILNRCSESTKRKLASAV
MDM2 E3 inh – MDM2-luciferase reporter signal enhancers, primary screen, MDM2 E3 ligase inhibitor project, cell-based, luminescence, 1536-well | signal enhancement, % at 5 µM | actives 0.11% (n = 210,000) | cell-based MDM2 ubiquitination luciferase reporter, 2 h; 0 = plate control, 100 = twice control, blank-subtracted | E3 ubiquitin-protein ligase Mdm2 (Homo sapiens), Q00987;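 active means signal enhancement of 30% or more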;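 further: luminescence tracks abundance of the self-degrading MDM2-luciferase fusion protein; higher signal means inhibition of MDM2 E3 ligase activity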
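Test system: stable mammalian line carrying autodegrading MDM2–luciferase fusion reporter; quantity: 2000 cells in each well; times: 4 h cell settling then 2 h compound exposure, 37 °C; detection: luminescence with SteadyLite reagent, 15 min at room temperature; evaluation: percent signal gain over controls, blank-subtracted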
An asterisk follows results filed as active; . = no result given; [ ] = another dose, or the depositor's remark. The order is random; 5.9% or so of the library scored in one or more.

SMILES	TNF death inh	PPC-1+TRAIL kill	CHOP inh	TRPML3 ag	EBV gp42 block	Runt-SMMHC FRET	TRPN1 ag	NCF1 inh	MDM2 E3 inh
COc1cc(C(O)P(=O)(OC2CCCCC2)c2ccc(N(C)C)cc2)cc(OC)c1OC (configuration not stated)	1.5	-10	10	0.8	-20	0	-0.5	-11	0
Cc1ccc(-n2c3nc(=O)[nH]c(=O)c-3cc3c(C)nn(-c4ccccc4)c32)c(C)c1	0.7	7	17	0.6	-23	18	-0.6	-12	-7
COc1ccccc1N1CCN(C(c2cccs2)C(C)NS(=O)(=O)c2ccccc2)CC1 (configuration not stated)	1.4	0	56	3.0	-1	2	-0.8	-16	-4
COC(=O)c1onc(-c2ccccc2)c1C(=O)OC	1.5	8	-25	0.2	-20	0	-0.6	-11	20
Cc1ccc(N=Nc2c(N)nn3c(C)cc(C)nc23)cc1	0.8	-10	3	-0.3	-3	2	-1.0	-21	5
O=C(c1ccco1)N1CCN(S(=O)(=O)/C=C/c2ccccc2)CC1	0.8	12	35	1.3	4	-5	-1.9	-7	4
Cc1cc(C)nc(Sc2ccc(/C=C(\C#N)C(=O)Nc3ccccc3)o2)n1	-2.3	22	-4	0.1	-20	-1	-1.8	-25	-18
CN(CC(=O)NCCc1ccccc1)S(=O)(=O)c1cccc2nsnc12	0.0	-4	-5	-0.2	-10	-2	-0.4	-11	-9
CCOC(=O)c1c(CN2CCN(Cc3ccccc3)CC2)n(C)c2cc(Br)c(OC)cc12	0.0	7	42	0.1	-23	-1	0.8	-16	-13
CN(C)/C=C/C(=O)c1cccc([N+](=O)[O-])c1	0.3	2	-4	-0.4	-16	1	-0.4	1	-30
O=C(Nc1nc(-c2ccccc2)cs1)c1cccc([N+](=O)[O-])c1C(=O)O	0.8	8	12	0.6	-8	2	1.8	-7	-13
CCC(=O)c1cc2c(C)cc(=O)oc2c(C)c1O	-2.8	-13	45	0.9	-3	65	2.0	-3	4
N=c1c2c(n(Cc3cccc(Cl)c3)c3c1CCC3)CCCC2	-6.0	31	27	0.2	-6	0	0.7	9	-26
O=C(O)CCCn1cc(NC(=O)c2c(F)cccc2F)cn1	0.7	-9	-2	1.6	-14	0	0.0	-4	-9
CCOc1cc(N2CCOCC2)c(OCC)cc1NC(=O)CC12CC3CC(CC(C3)C1)C2	2.9	2	57	-0.4	-16	6	0.8	-1	-5
Cc1ccc(/C=N/NC(=O)c2cccs2)o1	1.0	0	-12	0.9	-19	1	-0.3	-7	-11
Cc1ccc(C)c(C(=O)C(C)OC(=O)c2cccn2C)c1 (configuration not stated)	-1.7	-6	20	-1.4	-23	2	-3.1	2	-11
O=c1[nH]c2cc3c(cc2cc1CN(Cc1ccc2c(c1)OCO2)Cc1nnnn1CC1CCCO1)OCO3 (configuration not stated)	-1.1	13	9	0.4	-8	-21	0.7	0	1
COc1ccc(OC)c(CN2CCN(c3ccccc3OC)CC2)c1	2.9	6	18	0.3	0	1	-0.1	-2	-17
Cc1ccc(C2=NCN(c3ccc(C(=O)O)cc3)C(=S)N2)cc1	1.4	16	-34	0.5	-13	2	1.2	-1	-10
Cc1c(NC(=O)COC(=O)c2c3c(nc4ccccc24)CCCC3)c(=O)n(-c2ccccc2)n1C	1.9	4	39	0.7	1	3	0.0	-3	-2
CON/C=C(\C=Nc1ccc(Cl)cc1)c1ncc(C(F)(F)F)cc1Cl	-2.5	3	5	-0.2	-7	2	0.8	-25	-7
O=C1OC(N2CCN(C/C=C/c3ccccc3)CC2)c2ccccc21 (configuration not stated)	0.8	-3	8	0.5	3	1	0.7	-10	-2
Cc1ccc(C)c(NC(=O)CSc2nnc(Cc3cccn3C)n2-c2ccc(F)cc2)c1	1.3	21	8	0.0	-11	-3	0.3	-14	-19
Cc1ccc(C(=O)N2C(=O)c3cccc(N)c3C2=O)o1	-5.8	-1	4	0.2	-2	-35	0.5	4	-4
O=c1[nH]c(CN2CCN(Cc3ccccc3)CC2)nc2scc(-c3ccccc3)c12	-4.2	-10	27	1.3	-13	0	2.5	-34	.
CCOC(=O)CN(C(=O)CSc1nnc(CNc2ccc(F)cc2)n1C)c1ccccc1	1.3	12	25	0.5	-16	-1	-1.4	-6	-2
c1cnc(N2CCN(Cc3c[nH]c4ccccc34)CC2)nc1	-16	-5	26	1.0	-23	-32	1.1	-14	-28
COC(=O)c1c(NC(=O)CN2CCN(c3ccccc3OC)CC2)c2c(C)cccc2n1C	-1.3	-4	18	-0.1	-2	3	0.8	-2	-9
CCOC(=O)NCc1ccc2c(c1)OCO2	3.8	-1	5	0.9	2	-4	0.3	-11	-21
COc1ccc(N(CC(=O)Nc2nccs2)S(=O)(=O)c2c(C)nn(C)c2C)cc1	0.8	6	7	-0.2	4	2	1.5	-7	-1
CC(C(=O)NC(=O)NC1CCCCC1)N1CCN(C(c2ccccc2)c2ccccc2)CC1 (configuration not stated)	0.7	-7	32	1.5	-11	4	-0.3	-5	-10
COCCNC(=O)c1ccc2ccccc2n1	-4.4	-4	-14	0.5	-4	1	1.2	5	-16
NC(=O)c1cc2ccccc2oc1=NCc1ccccc1	-2.3	-20	25	-0.2	-8	2	0.6	2	12
O=C(Nc1ccc2nc(-c3ccco3)[nH]c2c1)c1ccco1	-2.2	39	-7	0.5	0	-8	2.4	-3	-18
Cc1c(NC(=S)Nc2ccccc2)c(=O)n(-c2ccccc2)n1C	0.9	8	-12	0.7	20	4	0.6	-8	10
COc1cc([N+](=O)[O-])cc(/C=N/NC(=O)c2cc(C)nc3ccccc23)c1O	1.8	-7	-9	0.0	-10	-6	1.4	-6	-4
O=C(CSc1ncn[nH]1)c1cc2ccccc2o1	0.9	2	-7	0.9	5	0	1.3	2	3
COc1ccc(C2CC(c3cccs3)=NN2c2ccccc2)cc1 (configuration not stated)	0.7	7	4	0.7	-21	91*	-0.8	-8	6
Cc1ccc(CN2CCN(/N=C\C=C\c3ccccc3)CC2)cc1	2.0	-2	64	-0.2	-13	-1	-1.0	-1	9
CCCCn1c(SCC(=O)Nc2cccc(C)n2)nnc1-c1ccco1	-6.2	-4	35	-0.7	-16	2	-0.7	-6	-10
CCCCCC(=O)N1CC2(CC(c3cccc(NC(=O)[C@@H]4CCC(=O)N4)c3)=NO2)C[C@@H]1C(N)=O (some centres not stated)	3.9	5	-12	.	-19	1	.	-3	10
Cc1ccc(NC(=O)N2CCc3ccccc32)cc1C	-0.3	55*[5 µM]	11	-0.5	-3	0	-2.0	-18	-52
FC(F)Sc1ccc(NC(=S)NCc2ccccc2)cc1	-1.5	0	32	3.7	6	0	9.0	0	1
COc1ccc(/C=N/NC(=O)CNc2c(Br)cc(C)cc2Br)c(C(=O)O)c1OC	0.0	12	6	0.7	-24	-2	-1.7	-19	-20

Retrieved by compound from the list above (2):
SMILES	TNF death inh	PPC-1+TRAIL kill	CHOP inh	TRPML3 ag	EBV gp42 block	Runt-SMMHC FRET	TRPN1 ag	NCF1 inh	MDM2 E3 inh
FC(F)Sc1ccc(NC(=S)NCc2ccccc2)cc1	-1.5	0	32	3.7	6	0	9.0	0	1
CCCCCC(=O)N1CC2(CC(c3cccc(NC(=O)[C@@H]4CCC(=O)N4)c3)=NO2)C[C@@H]1C(N)=O (some centres not stated)	3.9	5	-12	.	-19	1	.	-3	10

Next section
SMILES	TNF death inh	PPC-1+TRAIL kill	CHOP inh	TRPML3 ag	EBV gp42 block	Runt-SMMHC FRET	TRPN1 ag	NCF1 inh	MDM2 E3 inh
Cc1ccc2nc(NNC(=O)c3ccc(S(=O)(=O)N4CCc5ccccc5C4)cc3)sc2c1	-20	-7	56	-0.1	-14	-9	0.2	10	.
N#CC1=C(N)Oc2c(O)cc3ccccc3c2C1c1ccsc1 (configuration not stated)	2.6	3	20	0.8	14	2	1.4	-18	-16
CC1(C)Cc2c(c(N3CCOCC3)nc3sc4c(NN)ncnc4c23)CS1	-4.7	19	-21	0.9	18	2	-0.3	-5	-14
O=C(N/C(=C\c1cccc([N+](=O)[O-])c1)C(=O)N1CCOCC1)c1ccc([N+](=O)[O-])cc1	0.7	-2	-2	0.4	-19	1	-1.9	2	-23
COc1ccccc1CC1(C)NC(=O)N(CC(=O)N2CCc3ccccc3C2)C1=O (configuration not stated)	-3.6	-5	7	0.1	-12	3	2.6	-9	13
CC1CCc2cc(F)ccc2N1C(=O)CCC(=O)O (configuration not stated)	0.3	0	-10	0.7	-27	-1	0.5	-1	4
O=C(c1ccco1)c1n[nH]nc1-c1ccccc1	-1.2	-5	4	-0.6	-13	-1	1.0	0	-6
CCOc1ccc(N2CC(C(=O)Oc3ccccc3)CC2=O)cc1 (configuration not stated)	0.9	.	61	-0.1	-9	.	0.3	-15	-9
Cc1ccc(S(=O)(=O)Nc2ccc(NC(=O)c3cccs3)cc2)cc1	2.4	11	17	-0.3	1	-1	-0.7	-15	11
O=C(C1CCCO1)N1CCN(c2ccccn2)CC1 (configuration not stated)	1.5	24	-6	0.5	-28	-5	2.1	-17	-1
CCOC(=O)COc1c(/C=N\OC)cc(Cl)cc1OC	0.3	11	19	-1.0	-5	1	-2.5	-2	-12
COC(=O)[C@@H](NC(=O)NC1CCN(Cc2ccccc2)CC1)C(C)C	0.9	-22	8	1.1	7	2	2.8	1	-24
CCOC(=O)c1cc(C#N)c(N2CCNCC2)nc1C(F)(F)F	0.4	20	0	-0.3	-2	1	0.1	-2	-18
COc1cc(/C=N/NC(=O)c2cc(C34CC5CC(CC(C5)C3)C4)[nH]n2)ccc1O	-4.8	8	40	1.4	10	-11	7.9	-14	-42
COc1cccc(C(=O)N2C(C(=O)O)CSC2c2ccccc2Cl)c1 (configuration not stated)	0.2	7	-12	1.1	-11	-5	1.1	-11	-4
CC(=O)OC[C@H]1O[C@@H](n2ncc(=O)[nH]c2=O)[C@H](OC(C)=O)[C@@H]1OC(C)=O	1.1	7	16	1.5	-5	0	-1.0	-2	.
